HTR5A ag = HTR5A agonists in luminescence cell assay, primary screen, counter-screen for OPRM1-OPRD1 heterodimer agonist project, full-deck HTS; 5-hydroxytryptamine receptor 5A (Homo sapiens), P47898; cell-based; activation, % at 9.3 µM; 340,000 tested, 0.61% active; in the data active = activation mostly above about 9.5%, no sharp cut-off; inactive = mostly below about 7.6%;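 also: 0% = cells with vehicle only and 100% = reference agonist; strong numbers were not always called active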
Target sequence (P47898 whole entry, looked up): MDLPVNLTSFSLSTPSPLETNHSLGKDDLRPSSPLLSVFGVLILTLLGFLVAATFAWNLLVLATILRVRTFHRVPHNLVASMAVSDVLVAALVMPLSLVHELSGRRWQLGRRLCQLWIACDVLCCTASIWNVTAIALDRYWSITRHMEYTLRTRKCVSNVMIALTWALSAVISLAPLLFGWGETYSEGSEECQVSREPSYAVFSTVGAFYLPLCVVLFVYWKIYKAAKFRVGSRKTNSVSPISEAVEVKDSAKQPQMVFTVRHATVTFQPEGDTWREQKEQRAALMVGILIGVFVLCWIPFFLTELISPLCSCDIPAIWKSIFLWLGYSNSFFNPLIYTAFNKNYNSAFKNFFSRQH
Cardiac RTF inh = cardiac RTF calcium sensitivity inhibitors, primary screen, biochemical, IANBD-TnC fluorescence, EC70 calcium. IANBD-labeled cardiac RTF, Ca2+ fluorescence. inhibition, % at 7.15 µM. 340,000 tested, 0.12% active. AID 493244, 2011;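 active = inhibition above the mean inhibition of all tested compounds plus 3 SD, cut at about 17% in these data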;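 also: assay run at fixed EC70 calcium of 1.6 mM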
HTR5A inv ag = HTR5A inverse agonists in luminescence cell assay, primary screen, counter-screen for OPRM1-OPRD1 heterodimer inverse agonist project, full-deck HTS | 5-hydroxytryptamine receptor 5A (Homo sapiens), P47898 | HTR5A cell line, inverse agonism | inhibition, % at 9.3 µM | 340,000 tested, 0.083% active | AID 504634, 2011; in the data active = inhibition mostly above about 23%, no sharp cut-off; inactive = mostly below about 18%;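 also: 0% = cells with DMSO and 100% = no-cell wells with DMSO; some compounds called inactive have numbers as strong as hits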
OPRM1-OPRD1 ag = agonists of OPRM1-OPRD1 heterodimerization, primary screen, cell-based, luminescence | Mu-type opioid receptor (Homo sapiens) + Delta-type opioid receptor (Homo sapiens), … | cells | activation, % at 9.3 µM | 340,000 tested, 0.3% active | AID 504326, 2011; in the data active = activation above about 18%;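 also: 0% = vehicle-treated cells and 100% = reference agonist; values of inactives mirror those of a sister screen read the other way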
OPRM1-OPRD1 inv = inverse agonists of MOR-DOR heterodimerization, primary screen, cell-based, luminescence | 340,000 tested, 0.21% active | cell-based MOR-DOR heterodimer luminescence, inverse agonism | inhibition, % at 9.3 µM | AID 504357, 2011; in the data active = inhibition above about 22%, passing the limit was not always enough;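 also: 0% = cells with DMSO and 100% = wells without cells with DMSO; values of inactives mirror those of a sister screen read the other way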
Keap1-Nrf2 PPI = Keap1-Nrf2 protein-protein interaction inhibitors, primary screen, biochemical, fluorescence polarization, single point; Kelch-like ECH-associated protein 1 (Homo sapiens), Q14145; Keap1 Kelch-Nrf2 peptide fluorescence polarization, 1536-well; inhibition, % at 9.4 µM; 340,000 tested, 0.15% active; AID 504523, 2011; in the data active = inhibition above about 12%;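 also: human Keap1 Kelch domain with fluorescein labeled Nrf2 9mer peptide probe; 0% = neutral control wells and 100% = peptide positive control; higher means more block of Keap1 binding to Nrf2 peptide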
Target sequence (Q14145 whole entry, looked up, the tested form may be a part): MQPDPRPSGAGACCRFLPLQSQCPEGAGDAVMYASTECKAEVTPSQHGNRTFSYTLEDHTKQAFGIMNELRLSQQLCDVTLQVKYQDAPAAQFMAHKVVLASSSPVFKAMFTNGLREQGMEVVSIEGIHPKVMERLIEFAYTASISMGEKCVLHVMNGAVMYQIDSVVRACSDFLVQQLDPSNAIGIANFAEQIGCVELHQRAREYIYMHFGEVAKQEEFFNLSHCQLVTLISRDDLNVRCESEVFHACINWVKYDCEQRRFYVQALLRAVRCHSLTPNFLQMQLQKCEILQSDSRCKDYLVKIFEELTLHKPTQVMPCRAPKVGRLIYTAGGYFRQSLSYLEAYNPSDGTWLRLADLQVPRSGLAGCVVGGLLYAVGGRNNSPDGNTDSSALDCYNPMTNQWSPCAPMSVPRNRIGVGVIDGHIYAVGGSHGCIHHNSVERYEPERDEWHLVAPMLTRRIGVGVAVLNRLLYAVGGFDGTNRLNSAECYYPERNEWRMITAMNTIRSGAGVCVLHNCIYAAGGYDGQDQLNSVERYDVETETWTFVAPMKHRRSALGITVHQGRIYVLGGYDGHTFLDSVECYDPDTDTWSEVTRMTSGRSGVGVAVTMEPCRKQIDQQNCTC
cardiac RTF act = cardiac RTF calcium sensitivity activators, primary screen, biochemical, IANBD-TnC fluorescence, EC20 calcium. IANBD-labeled TnC RTF fluorescence at EC20 calcium; 0% EC20 calcium, 100% full calcium. AID 493008, 2010. 340,000 tested, 0.24% active. activation, % at 7.2 µM;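 active = activation above the mean over all tested compounds plus 3 SD, cut at about 30% in these data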;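 also: rise in fluorescence read as greater calcium sensitivity of cardiac thin filaments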
CAL PDZ FP = untagged CAL PDZ binding inhibitors, primary screen, biochemical, fluorescence polarization, HTS; Golgi-associated PDZ and coiled-coil motif-containing protein (Homo sapiens), Q9HD26; AID 602252, 2012; 300,000 tested, 0.92% active; inhibition, % at 24.9 µM; purified CAL PDZ, TMR-peptide fluorescence polarization, 1 h;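 active = mean inhibition of at least 30% with at least half of replicates also reaching 30%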;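 also: 0% = DMSO neutral control and 100% = excess unlabeled competitor peptide PRC23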
V-ATPase pH = regulators of yeast V-ATPase proton pumping, primary screen, pHLuorin cytosolic pH fluorescence; S. cerevisiae; response, % at 10 µM; 350,000 tested, 0.37% active; AID 504577, 2011; in the data active = response mostly above about 7.3%, no sharp cut-off; inactive = mostly below about 5.4%; also: actives read high; inactives centre near 0; some compounds called inactive have numbers as strong as hits; reference of the scale not given here
C-LANA FP = inhibitors of KSHV C-LANA binding to DNA, primary screen, biochemical, fluorescence polarization, FAM-LBS DNA, MBP-C-LANA, single point; Kaposi's sarcoma herpesvirus LANA C-terminal domain (residues 932-1162) DNA binding; 340,000 tested, 0.078% active; AID 504423, 2011; inhibition, % at 9 µM;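 active = highest replicate inhibition at or above 60% at 9 µM, even if other replicates fall short; inactive = all replicates below 60% inhibition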;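 also: 0% = neutral control wells and 100% = 4 µM acridine orange control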
Starred values were filed as active, the others as inactive; x = not tested or not shown. No enrichment for hits; any-hit rate near 2.8%.

SMILES | HTR5A ag | Cardiac RTF inh | HTR5A inv ag | OPRM1-OPRD1 ag | OPRM1-OPRD1 inv | Keap1-Nrf2 PPI | cardiac RTF act | CAL PDZ FP | V-ATPase pH | C-LANA FP
Cn1c(=O)n(C/C=C/c2ccccc2)c(=O)c2c1nc1n2CCCN1Cc1ccccc1 | -2.2 | 4.9 | 22.0 | -3.5 | 17.8 | 3.7 | -4.8 | -2.7 | 0.0 | 0.3
COc1cc(C)c(Br)cc1S(=O)(=O)NCc1ccccc1 | -0.8 | 4.2 | 7.6 | 0.4 | -2.4 | 1.5 | 2.2 | -1.9 | 5.5 | -0.1
CCOC(=O)N1CCC(N(CCCOC)C(=O)Nc2ccc(CC)cc2)CC1 | 6.1 | -6.0 | -7.1 | -4.0 | 18.5 | -1.9 | 12.5 | -4.7 | 3.0 | 0.5
Cc1ccc(NC(=O)C23CCC(C)(C(=O)[C@H]2Br)C3(C)C)cc1 (stereo partly drawn) | -0.1 | 1.6 | -25.3 | -3.4 | 16.7 | 0.3 | 6.7 | -2.4 | 4.6 | -0.8
Fc1cnc(N2CCOCC2)nc1N1CCOCC1 | 2.6 | 4.3 | -7.0 | -3.8 | 19.6 | 1.8 | -4.3 | -3.5 | -3.5 | 1.6
O=C(NCc1ccncc1)c1c(F)c(F)c(F)c(F)c1F | -1.9 | -6.2 | -8.0 | 2.1 | -11.5 | -1.9 | -2.0 | -1.0 | -4.2 | 1.5
CC(C)NC(=O)NC(=O)CSc1ccc(S(=O)(=O)N2CCOCC2)cn1 | -5.0 | -3.5 | -14.3 | 0.9 | -5.6 | 1.7 | -6.4 | -1.4 | -1.3 | 1.8
CN1CCCC(OC(=O)COc2ccccc2)C1 (stereo not drawn) | -3.4 | -1.8 | 1.5 | 0.2 | -1.2 | -3.6 | -0.7 | -0.4 | 0.2 | -0.4
O=C(COC(=O)c1n[nH]c2ccccc12)Nc1ccc([N+](=O)[O-])cc1 | -0.4 | 10.5 | 1.6 | 3.7 | -19.0 | 0.6 | -3.2 | -0.5 | -0.7 | 0.6
O=C(Cn1nnc(-c2ccccc2)n1)NNC(=O)c1ccc(Br)cc1 | 0.0 | -2.8 | 0.1 | -2.1 | 11.7 | 2.6 | -5.8 | -1.0 | -0.9 | 1.2
O=C(NNc1ncnc2c1cnn2-c1ccccc1)c1ccco1 | 2.1 | -4.8 | -5.4 | -0.7 | 3.5 | 5.4 | -3.6 | -0.9 | -0.1 | -1.5
CC(=O)Nc1ccc(N2C(=O)CSC2c2ccc(F)cc2)cc1 (stereo not drawn) | 4.4 | -7.1 | -10.6 | 0.2 | -1.4 | -1.0 | 16.4 | -3.8 | 4.9 | 0.4
CC(C)(C)NC(=O)NC(=O)COC(=O)CNS(=O)(=O)c1ccc(Br)cc1Cl | 0.4 | -3.6 | -25.3 | 0.8 | -3.9 | -2.7 | -0.7 | x | -2.8 | 0.5
CSc1ccccc1C(=O)N1CCN(S(=O)(=O)c2sc(C(=O)O)c(C)c2C(=O)O)CC1 | -5.9 | -9.2 | -13.8 | -2.6 | 10.2 | 1.7 | 1.0 | -4.3 | 0.0 | -0.7
Cc1cccc2sc(NC(=O)C3=NN(c4ccccc4)C(=O)CC3)nc12 | 1.6 | -65.5 | -4.3 | 1.9 | -13.6 | -6.9 | 4.5 | -0.4 | -0.8 | 0.0
Cc1nnc(SCC(=O)Nc2c(C)n(C)n(-c3ccccc3)c2=O)n1Cc1ccccc1 | -2.8 | -3.9 | 7.5 | -3.6 | 18.4 | -4.2 | -0.1 | -1.8 | 3.2 | -0.7
CCn1c(SCCC(=O)Nc2ccccc2)nnc1-c1ccc(OC)cc1 | -5.3 | 4.6 | 13.7 | -2.3 | 11.3 | 2.7 | -6.2 | 2.9 | -2.3 | 1.0
NC(=O)C1CCN(S(=O)(=O)Cc2ccccc2Cl)CC1 | -2.6 | -1.8 | 15.4 | -2.1 | 10.7 | -3.7 | -0.8 | x | 3.3 | 0.0
CN(C)/C=C(\C#N)C(=O)Nc1ccc(F)c(Cl)c1 | -2.9 | -4.9 | 16.8 | -0.5 | 2.5 | -1.2 | 1.3 | -3.2 | 0.0 | -1.0
CC(C)(C)[C@H]1CCC(=O)N([C@H](CN=[N+]=[N-])Cc2ccccc2)CC1 | -1.2 | 1.5 | -31.2 | 5.8 | -33.1 | 3.2 | -2.8 | 3.0 | 2.4 | -1.7
CC(C)Oc1ccc(C(=O)NCc2cccnc2)cc1 | 0.2 | 6.4 | -0.6 | -3.7 | 22.6 | -2.6 | -5.1 | 8.9 | -2.1 | 0.2
COc1ccc(CN2CCC(N3CC(C)OC(C)C3)CC2)c(OC)c1OC (stereo not drawn) | -3.7 | -1.3 | 13.9 | -2.4 | 11.8 | -3.7 | 6.2 | 0.6 | -1.0 | 2.0
Cc1ccc(C)c(N2CN(Cc3cccnc3)CNC2=S)c1 | 4.0 | -1.5 | -4.8 | -4.7 | 24.6 | 1.5 | -1.9 | -4.2 | 0.1 | 2.4
c1coc(C2=Nc3cccc4cccc(c34)N2)c1 | -1.6 | 3.4 | 4.5 | 3.4 | -23.9 | -3.6 | -6.1 | -0.3 | 1.0 | 1.0
Cn1c(=O)n(C)c2cc([N+](=O)[O-])c(N3CCN(S(=O)(=O)c4ccc5ccccc5c4)CC3)cc21 | 6.4 | -25.4 | -16.8 | -0.5 | 3.2 | 0.9 | 4.0 | -2.6 | 0.0 | 0.1
Nc1ccccc1NC(=O)NC(=O)c1ccccc1 | 5.2 | -0.8 | -1.0 | -3.3 | 16.6 | -2.0 | 0.0 | -1.7 | 4.0 | -2.1
COc1ccc(OCC(=O)NNC(=O)c2cccc(C)c2)cc1 | 0.0 | -5.2 | 0.0 | 0.0 | -0.3 | -3.8 | 1.8 | -0.7 | -2.6 | -1.5
COC(=O)c1ccc(CSc2nnc(NC(=O)C3CC(=O)N(c4ccc5c(c4)OCCO5)C3)s2)cc1 (stereo not drawn) | -2.9 | 2.1 | 7.2 | -1.3 | 6.8 | -4.4 | -4.2 | -6.9 | 1.7 | -0.4
COc1cc2ccc(=O)oc2c(O)c1O | 0.7 | 6.6 | 24.6 | 0.0 | 0.1 | -2.0 | 3.6 | 0.7 | -2.0 | 2.4
CC(=O)C1=C(O)C(=O)N(Cc2ccccc2)C1c1ccccc1F (stereo not drawn) | -0.3 | -0.8 | 14.0 | 0.8 | -3.6 | -3.2 | 0.6 | x | -2.2 | -0.8
O=C(COc1cc(Cl)ccc1Cl)Nc1ccc2c(c1)CCC2 | 5.6 | -8.8 | 8.3 | 1.0 | -6.5 | -3.3 | -6.5 | 0.2 | 1.5 | 0.0
Nc1nc(=S)[nH]c2c1C1(CCCCC1)Cc1ccccc1-2 | 0.3 | -7.5 | 26.5 | -3.5 | 18.0 | -1.5 | 7.0 | 1.7 | 0.3 | 0.5
Cn1c(=O)c2cc(S(=O)(=O)Nc3cc(C(=O)O)cc(C(=O)O)c3)ccc2n(C)c1=O | -2.9 | 3.0 | 8.1 | -5.7 | 26.2 | 1.2 | -1.1 | -1.7 | 0.4 | 0.2
O=C1[C@@H]2C(Cc3ccc(O)cc3)NC3(C(=O)Nc4ccc(F)cc43)[C@@H]2C(=O)N1c1ccc(F)cc1 (stereo partly drawn) | 1.4 | 6.6 | 4.7 | -2.6 | 14.2 | -0.9 | 8.3 | -1.9 | 0.2 | 0.8
c1ccc2c(N3CCCCC3)nc(N3CCCCC3)nc2c1 | -2.1 | -8.5 | -1.5 | -1.6 | 8.0 | -3.5 | -10.3 | 6.3 | -0.8 | -1.0
Cc1cccn2c(=O)c3cc(C(=O)NC4CCCCCC4)sc3nc12 | -3.7 | -3.3 | 9.1 | -0.7 | 4.5 | -5.6 | 4.5 | -3.9 | 0.0 | 0.5
Cc1ccc(SCC(=O)OCC(=O)N(CC(C)C)c2c(N)n(Cc3ccccc3)c(=O)[nH]c2=O)cc1C | -3.5 | -2.8 | 9.7 | 1.5 | -9.6 | -2.6 | -2.9 | 1.4 | -0.4 | -1.2
COc1ccc(NC(=O)N(C)C[C@H]2Oc3c(NS(=O)(=O)c4cn(C)cn4)cccc3C(=O)N([C@H](C)CO)C[C@@H]2C)cc1 | 3.0 | -7.3 | -11.0 | -0.9 | 4.0 | -4.0 | -2.5 | -1.0 | -2.3 | 1.4
CC(=O)Nc1ccc(NC(=O)CSc2nnc(NC(=O)c3ccco3)s2)cc1 | 2.2 | 0.7 | -8.2 | -1.6 | 9.1 | -2.9 | -8.9 | -2.5 | 0.9 | 0.1
CN(CC(=O)OCC(=O)NCc1ccccc1)S(=O)(=O)c1ccc(F)cc1 | -0.1 | -11.7 | 5.2 | -3.9 | 15.2 | -7.5 | 3.0 | -2.1 | -0.4 | -0.1
COc1ccccc1C(c1nnnn1CS(=O)(=O)c1ccc(C)cc1)N1CCSCC1 (stereo not drawn) | 8.2 | -7.5 | -51.7 | -0.8 | 4.4 | -1.0 | 3.9 | -4.8 | 3.2 | 1.4
COc1ccc(C(=O)N(Cc2ccco2)Cc2cc3cc(C)ccc3[nH]c2=O)cc1OC | -2.1 | -1.6 | 5.1 | -2.1 | 10.4 | -3.2 | 9.2 | -3.7 | -4.9 | 1.4
NS(=O)(=O)c1ccc(N2N=C(c3ccc(Br)cc3)CC2c2ccc(F)cc2)cc1 (stereo not drawn) | 4.9 | -4.8 | -11.6 | 2.8 | -16.8 | -1.8 | 9.2 | -5.0 | -7.9 | -0.2
O=C(c1ccc(Cl)c(Cl)c1)N1CCC(=O)N(C(COCc2ccc(Cl)cc2)Cc2ccccc2)CC1 (stereo not drawn) | -0.8 | -0.2 | 2.0 | -0.2 | 1.2 | -2.1 | -0.5 | 2.8 | -1.0 | -3.4

Screens (PubChem)
